GPR55 activation: selective activators of receptor GPR55 – imaging, U2OS cells, beta-arrestin-GFP redistribution, primary screen (AID 1961); activation, % at 10 µM; hits with a dose series show EC50 in µM; U2OS GPR55 beta-arrestin-GFP redistribution imaging; higher % means a stronger effect; 290,000 tested, 0.048% active;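 active = activation above 40% with more than 50 cells counted in the well; inconclusive = wells holding fewer than 50 cells, flagged as toxic or sparse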;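 also: U2OS osteosarcoma cells stably expressing GPR55 and beta-arrestin-GFP; plate controls were DMSO negative control for no effect and LPI positive control for full effect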
Dengue-2 NS5 capping: Dengue-2 NS5 methyltransferase inhibitors, primary screen, biochemical, confirmation dose response (AID 588689) | Dengue-2 NS5 methyltransferase capping enzyme assay, biochemical; higher % means a stronger effect | inhibition, % at 25 µM; hits with a dose series show IC50 in µM | 340,000 tested, 0.3% active; in the data active = a potency from the dose series; inconclusive = inhibition above about 29% without an active follow-up result
Large T inhibition: SV40 large T antigen inhibitors, biochemical (AID 1903); SV40 large T antigen ATPase/helicase inhibition assay; higher % means a stronger effect; inhibition, % at 20 µM; hits with a dose series show IC50 in µM; 310,000 tested, 0.39% active; in the data active = a potency from the dose series; inconclusive = inhibition mostly from about 32% at the one dose, without a potency; inactive = the rest, 99 in 100 with inhibition below about 32%; also: strong numbers were not always called active
AID2073: disruptors of CaV2.2 binding to Mint1 – biochemical, HTRF (AID 2073); HTRF protein-protein interaction, Mint1-CaV2.2; higher % means a stronger effect; inhibition, % at 20 µM, or IC50 in µM where a hit was titrated; 290,000 tested, 0.19% active; in the data active = inhibition mostly above about 51%, no sharp cut-off; inconclusive = no clear call, values can overlap the other calls; inactive = mostly below about 53%; also: some results filed as inactive read as strong as hits
Yfh1-off respiration: enhancers of respiration in Yfh1-depleted yeast, dose response, Friedreich's ataxia, plus single-dose screen (AID 1465). S. cerevisiae Yfh1-off respiration, WST-1 reduction, 72 h; higher fold induction means a stronger effect. fold induction at 50 µM; hits with a dose series show EC50 in µM. 220,000 tested, 0.074% active;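 active = fold induction of absorbance versus untreated yeast above a set limit, then at least 30% activation at any dose in follow-up; inconclusive = repeats straddling the limit, or above it without dose testing; inactive = fold induction below the set limit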;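 also: activators that raise dye reduction in frataxin-depleted yeast; strong numbers were not always called active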
NTR1 agonist: NTR1-driven beta-arrestin-GFP spot formation – imaging, U2OS cells, high content, primary screen (AID 493036); P30989; activation, % at 20 µM; 330,000 tested, 0.17% active; agonist mode;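 active = activation at or above 40% of the spot to cytoplasm intensity ratio, with at least 20 cells analyzed; inconclusive = wells under 20 cells, flagged as cytotoxic or low count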;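 also: 0% = DMSO without peptide and 100% = 100 nM NTR1 peptide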
Target sequence (P30989 whole entry, looked up): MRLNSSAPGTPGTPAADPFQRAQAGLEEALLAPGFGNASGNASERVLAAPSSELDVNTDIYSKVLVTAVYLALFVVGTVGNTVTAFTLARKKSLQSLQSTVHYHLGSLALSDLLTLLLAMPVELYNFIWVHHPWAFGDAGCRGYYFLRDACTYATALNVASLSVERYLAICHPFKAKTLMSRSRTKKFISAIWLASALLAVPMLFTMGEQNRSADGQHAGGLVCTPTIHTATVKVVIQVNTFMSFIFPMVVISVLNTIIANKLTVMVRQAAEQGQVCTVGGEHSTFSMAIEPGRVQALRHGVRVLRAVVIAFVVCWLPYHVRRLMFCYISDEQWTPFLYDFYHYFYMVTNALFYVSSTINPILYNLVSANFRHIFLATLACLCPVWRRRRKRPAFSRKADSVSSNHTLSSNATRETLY
GPR35 arrestin U2OS: inhibition of zaprinast-stimulated GPR35 beta-arrestin translocation – imaging, U2OS, beta-arrestin-GFP, zaprinast agonist, primary screen (AID 2058); U2OS GPR35 beta-arrestin-GFP translocation imaging, zaprinast antagonism; higher % means a stronger effect; one-dose inhibition, % at 10 µM; IC50 in µM for titrated hits; 290,000 tested, 0.052% active;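 active = inhibition of at least 50% with at least 30 cells and total cytoplasm GFP at most 10,000,000; inconclusive = under 30 cells or total GFP of 10,000,000 plus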
GPR55 LPI antagonism: inhibition of LPI-stimulated GPR55 beta-arrestin translocation – imaging, U2OS, beta-arrestin-GFP, LPI agonist, primary screen (AID 2013) | U2OS GPR55 beta-arrestin-GFP translocation imaging, LPI antagonism; higher % means a stronger effect | one-dose inhibition, % at 10 µM; IC50 in µM for titrated hits | 290,000 tested, 0.13% active;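 active = spots per cell inhibited over 60%, with over 100 cells counted and total cytoplasm intensity under 500,000; inconclusive = wells with under 100 cells, flagged as likely toxic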;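 also: U2OS cells stably carrying GPR55 and arrestin-GFP stimulated by 5 µM LPI near EC80; imaged beta-arrestin-GFP aggregate spots per cell after agonist stimulation; plate controls were LPI-stimulated DMSO wells for no effect and DMSO wells without LPI for full effect; some results filed as inactive read as strong as hits; confirmed hits need IC50 under 10 µM and bright autofluorescent wells are also inconclusive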
MgcRacGAP inhibition: MgcRacGAP GTPase-activating activity inhibitors, confirmation, biochemical, ADP Hunter fluorescence | MgcRacGAP-stimulated Rac1 GTP hydrolysis, ADP Hunter fluorescence; higher % means a stronger effect; GST-tagged Rac1 F28L mutant substrate | AID 624330 | 340,000 tested, 0.6% active | one-dose inhibition, % at 30 µM; IC50 in µM for titrated hits;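 active = first-screen hits whose inhibition reached a set limit at any dose in the follow-up dose series; inconclusive = inhibition above the set first-screen limit but never retested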;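 also: fluorescence reports GDP produced by GAP-driven GTP hydrolysis; strong numbers were not always called active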
NTR1 agonist cell count 20 µM: recorded beside NTR1 agonist, whose call it bears; cell count; measured here: cell count, cytotoxicity flag
Starred values were filed as active, the others as inactive.

`O=C(CCCSc1nc(-c2ccco2)cc(C(F)(F)F)n1)NCc1cccs1` gave GPR55 activation -0.1%, Dengue-2 NS5 capping -1%, Large T inhibition 22%, AID2073 -6%, Yfh1-off respiration inactive, NTR1 agonist 3.6, GPR35 arrestin U2OS 17%, GPR55 LPI antagonism -1%, MgcRacGAP inhibition 9% and NTR1 agonist cell count 20 µM 62.
CSc1nc(-c2ccccc2)ccc1C(N)=O was read as GPR55 activation -0.1%, Dengue-2 NS5 capping -3%, Large T inhibition -1%, AID2073 -3%, Yfh1-off respiration inactive, NTR1 agonist -0.5, GPR35 arrestin U2OS 9%, GPR55 LPI antagonism -1%, MgcRacGAP inhibition 3% and NTR1 agonist cell count 20 µM 69.
Screening CNC(=O)c1sccc1-n1cccc1 returned GPR55 activation -0.1%, Dengue-2 NS5 capping 2%, Large T inhibition 1%, AID2073 14%, Yfh1-off respiration inactive, NTR1 agonist -0.1, GPR35 arrestin U2OS 8%, GPR55 LPI antagonism -5%, MgcRacGAP inhibition 4% and NTR1 agonist cell count 20 µM 85.
Screening CSc1ccc(Cl)c(C(=O)OCC(=O)N(C)CCC#N)c1 returned GPR55 activation 0.6%, Dengue-2 NS5 capping -7%, Large T inhibition 7%, AID2073 -6%, Yfh1-off respiration inactive, NTR1 agonist -0.2, GPR35 arrestin U2OS 11%, GPR55 LPI antagonism 8%, MgcRacGAP inhibition 3% and NTR1 agonist cell count 20 µM 42.
`O=C(N/C(=C/c1ccccc1Cl)C(=O)N1CCCC1)c1ccccc1` gave GPR55 activation -0.3%, Dengue-2 NS5 capping 0%, Large T inhibition 16%, AID2073 -6%, Yfh1-off respiration inactive, NTR1 agonist -0.2, GPR35 arrestin U2OS -5%, GPR55 LPI antagonism -19%, MgcRacGAP inhibition -7% and NTR1 agonist cell count 20 µM 48.
Cc1c(CCC(=O)N[C@@H](C)C(=O)O)c(=O)oc2cc3occ(-c4ccccc4)c3cc12 was read as GPR55 activation 0.9%, Dengue-2 NS5 capping -3%, Large T inhibition 3%, AID2073 13%, NTR1 agonist 0.6, GPR35 arrestin U2OS -4%, GPR55 LPI antagonism 2%, MgcRacGAP inhibition 15% and NTR1 agonist cell count 20 µM 49.
`Oc1ccccc1C=NCC(O)c1ccccc1` (stereo not drawn) gave GPR55 activation 0.3%, Dengue-2 NS5 capping -5%, Large T inhibition 0%, AID2073 -2%, Yfh1-off respiration inactive, NTR1 agonist 1.0, GPR35 arrestin U2OS 0%, GPR55 LPI antagonism 13%, MgcRacGAP inhibition 7% and NTR1 agonist cell count 20 µM 75.
For CC(=O)Nc1ccc(S(=O)(=O)NCCSCc2ccccc2Cl)cc1 the results were GPR55 activation -0.1%, Dengue-2 NS5 capping -5%, Large T inhibition 7%, AID2073 0%, Yfh1-off respiration inactive, NTR1 agonist 2.1, GPR35 arrestin U2OS 8%, GPR55 LPI antagonism 13%, MgcRacGAP inhibition -4% and NTR1 agonist cell count 20 µM 72.
Nc1nc(-c2ccc3ccccc3c2)c(C2(O)C(=O)Nc3c(Br)cc(F)cc32)s1 (stereo not drawn) was read as GPR55 activation 0.3%, Dengue-2 NS5 capping -11%, Large T inhibition 5%, AID2073 16%, Yfh1-off respiration inactive, NTR1 agonist 0.0, GPR35 arrestin U2OS 6%, GPR55 LPI antagonism 10%, MgcRacGAP inhibition 3% and NTR1 agonist cell count 20 µM 51.
For CS(=O)(=O)N1CCC(Oc2ccccc2C(=O)N2CCCCC2CO)CC1 (stereo not drawn) the results were GPR55 activation -0.1%, Dengue-2 NS5 capping -1%, Large T inhibition -1%, AID2073 2%, Yfh1-off respiration inactive, NTR1 agonist 0.5, GPR35 arrestin U2OS 5%, GPR55 LPI antagonism 3%, MgcRacGAP inhibition 2% and NTR1 agonist cell count 20 µM 39.
For O=C(NCCc1ccccc1)C(=O)NCC1CCCN1S(=O)(=O)c1ccccc1 (stereo not drawn) the results were Dengue-2 NS5 capping 0%, Large T inhibition 0%, NTR1 agonist 0.1, MgcRacGAP inhibition 1% and NTR1 agonist cell count 20 µM 55.
`Cc1nn(C(C)C(=O)NC2CCCCC2)c(=O)c2nn(-c3ccccc3)c(C)c12` (stereo not drawn) gave GPR55 activation 0.0%, Dengue-2 NS5 capping -15%, Large T inhibition 12%, AID2073 18%, NTR1 agonist -1.8, GPR35 arrestin U2OS 4%, GPR55 LPI antagonism 2%, MgcRacGAP inhibition 8% and NTR1 agonist cell count 20 µM 53.
Screening O=C(CN1C(=O)NC2(CCCC2)C1=O)Nc1ccc(F)c(F)c1F returned GPR55 activation -0.2%, Dengue-2 NS5 capping -8%, Large T inhibition 8%, AID2073 6%, Yfh1-off respiration inactive, NTR1 agonist 9.9, GPR35 arrestin U2OS -10%, GPR55 LPI antagonism 0%, MgcRacGAP inhibition 5% and NTR1 agonist cell count 20 µM 98.
`CC(C)(C)NC(=O)C(=O)NN=C1CCCCCC1` gave GPR55 activation 0.1%, Dengue-2 NS5 capping -1%, Large T inhibition 25%, AID2073 -4%, Yfh1-off respiration inactive, NTR1 agonist 1.1, GPR35 arrestin U2OS 2%, GPR55 LPI antagonism 4%, MgcRacGAP inhibition -1% and NTR1 agonist cell count 20 µM 66.
`Brc1c(-c2ccc3c(c2)OCO3)nc2ncccn12` gave GPR55 activation 0.2%, Dengue-2 NS5 capping -5%, Large T inhibition 5%, AID2073 13%, Yfh1-off respiration inactive, NTR1 agonist 2.3, GPR35 arrestin U2OS 7%, GPR55 LPI antagonism -10%, MgcRacGAP inhibition 12% and NTR1 agonist cell count 20 µM 53.
CCCc1cc(NCCCn2ccnc2)n2nc(C)c(-c3ccccc3)c2n1 was read as GPR55 activation 0.0%, Dengue-2 NS5 capping -1%, Large T inhibition 6%, AID2073 34%, Yfh1-off respiration inactive, NTR1 agonist 0.3, GPR35 arrestin U2OS -9%, GPR55 LPI antagonism 1%, MgcRacGAP inhibition 5% and NTR1 agonist cell count 20 µM 52.
For COc1ccc(NC(=S)N/N=C/c2cccn2Cc2ccc(F)cc2)cc1 the results were GPR55 activation -0.3%, Dengue-2 NS5 capping -1%, Large T inhibition 7%, AID2073 0%, Yfh1-off respiration inactive, NTR1 agonist 4.4, GPR35 arrestin U2OS 3%, GPR55 LPI antagonism 5%, MgcRacGAP inhibition 4% and NTR1 agonist cell count 20 µM 60.
Screening CCSc1nc(-c2ccc(OC)cc2)cc(-c2ccc(OC)cc2)c1C#N returned GPR55 activation 0.2%, Dengue-2 NS5 capping -4%, Large T inhibition -5%, AID2073 10%, Yfh1-off respiration inactive, NTR1 agonist 2.6, GPR35 arrestin U2OS -5%, GPR55 LPI antagonism -4%, MgcRacGAP inhibition 2% and NTR1 agonist cell count 20 µM 64.
For CCOc1ccc(N(CC(=O)NCC2CCCO2)S(=O)(=O)c2ccc(C)cc2)cc1 (stereo not drawn) the results were GPR55 activation -0.1%, Dengue-2 NS5 capping -6%, Large T inhibition 29%, AID2073 11%, NTR1 agonist -0.3, GPR35 arrestin U2OS 3%, GPR55 LPI antagonism 3%, MgcRacGAP inhibition -2% and NTR1 agonist cell count 20 µM 32.
For CCN(CC)C(=O)CNC(=O)c1nn(-c2ccc(OC)c(Cl)c2)c(=O)c2ccccc12 the results were GPR55 activation 0.0%, Dengue-2 NS5 capping 1%, Large T inhibition 3%, AID2073 6%, NTR1 agonist 0.3, GPR35 arrestin U2OS -19%, GPR55 LPI antagonism 11%, MgcRacGAP inhibition 11% and NTR1 agonist cell count 20 µM 64.
Screening ClC1(Cl)CC1Cn1cnc2ccccc21 (stereo not drawn) returned GPR55 activation -0.4%, Dengue-2 NS5 capping -7%, Large T inhibition 3%, AID2073 5%, Yfh1-off respiration inactive, NTR1 agonist 1.5, GPR35 arrestin U2OS -1%, GPR55 LPI antagonism 0%, MgcRacGAP inhibition -5% and NTR1 agonist cell count 20 µM 74.
C=CCOc1ccc(C2C(C(=O)c3ccco3)=C(O)C(=O)N2CCCN(CC)CC)cc1 (stereo not drawn) was read as GPR55 activation 0.1%, Dengue-2 NS5 capping 8%, Large T inhibition -5%, AID2073 11%, Yfh1-off respiration inactive, NTR1 agonist 0.7, GPR35 arrestin U2OS 9%, GPR55 LPI antagonism -12%, MgcRacGAP inhibition 6% and NTR1 agonist cell count 20 µM 82.
`Cc1ccccc1Cn1c(-c2ccc(=O)[nH]c2)nc2ccccc21` gave GPR55 activation 0.0%, Dengue-2 NS5 capping -3%, Large T inhibition 1%, AID2073 15%, NTR1 agonist -1.5, GPR35 arrestin U2OS 11%, GPR55 LPI antagonism -1%, MgcRacGAP inhibition 15% and NTR1 agonist cell count 20 µM 36.
Screening Cc1ccc(/C=c2/sc3n(c2=O)CCCN=3)o1 returned GPR55 activation -0.2%, Dengue-2 NS5 capping -5%, Large T inhibition 14%, AID2073 -2%, Yfh1-off respiration inactive, NTR1 agonist 1.0, GPR35 arrestin U2OS 5%, GPR55 LPI antagonism 4%, MgcRacGAP inhibition 12% and NTR1 agonist cell count 20 µM 84.
`Cc1ccc(CNC(=O)CC(C)S(=O)(=O)c2ccc3c(c2)NC(=O)CS3)o1` (stereo not drawn) gave GPR55 activation -0.1%, Dengue-2 NS5 capping 3%, Large T inhibition inconclusive, AID2073 -5%, NTR1 agonist 0.2, GPR35 arrestin U2OS -21%, GPR55 LPI antagonism 7%, MgcRacGAP inhibition -1% and NTR1 agonist cell count 20 µM 59.
C/C(=N\Nc1ccc2nncn2n1)c1cccs1 was read as GPR55 activation 0.3%, Dengue-2 NS5 capping -5%, Large T inhibition 7%, AID2073 -12%, Yfh1-off respiration inactive, NTR1 agonist 0.4, GPR35 arrestin U2OS 6%, GPR55 LPI antagonism 2%, MgcRacGAP inhibition 3% and NTR1 agonist cell count 20 µM 63.
Cc1ccc(-c2c[n+](Cc3cccc(Cl)c3)c3n2CCC3)cc1 was read as GPR55 activation -0.1%, Dengue-2 NS5 capping 4%, Large T inhibition 9%, AID2073 -2%, Yfh1-off respiration inactive, NTR1 agonist 1.7, GPR35 arrestin U2OS -2%, GPR55 LPI antagonism 11%, MgcRacGAP inhibition 10% and NTR1 agonist cell count 20 µM 57.
For COc1ccccc1C(CNC(=O)c1cccc(NS(=O)(=O)c2ccc(C)c(F)c2)c1)N(C)C (stereo not drawn) the results were Dengue-2 NS5 capping 1%, Large T inhibition 10%, NTR1 agonist 0.1, MgcRacGAP inhibition 5% and NTR1 agonist cell count 20 µM 59.
Screening O=C(CC(=O)Nc1cccnc1)Nc1cccnc1 returned GPR55 activation -0.1%, Dengue-2 NS5 capping -4%, Large T inhibition 9%, AID2073 5%, NTR1 agonist 1.0, GPR35 arrestin U2OS 3%, GPR55 LPI antagonism 2%, MgcRacGAP inhibition 6% and NTR1 agonist cell count 20 µM 49.

Compound activity deposited in PubChem by several laboratories.
